Assay outcomes from PubChem.
Autophagy mod = autophagy modulators in MEF cells, primary screen, imaging, high-content, MEF GFP-LC3; MEF GFP-LC3 puncta imaging; test concentration mostly 10 µM; calls only at 10 µM (by protocol); 190,000 tested, 0.98% active;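 active = percentage of spot-positive cells more than 3 SD above its plate mean, without a fluorescence outlier flag or 80% toxicity; inconclusive = no clear call, values can overlap the other calls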;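 also: spot-positive cell cutoff set from DMSO-treated cells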
MT stabilize HCS = microtubule stabilizers in HeLa cells, primary screen, imaging, high-content imaging; AID 2205, 2009; HeLa tubulin immunostaining HCS, 24 h; share of cells brighter than vehicle mean+2SD; % tubulin-high responders, % at 10 µM; 200,000 tested, 0.83% active;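 active = plate Z-score above 3 for both tubulin-high and condensed-nucleus cell shares, with cell loss under 80%, at 10 µM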;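 also: anti alpha tubulin signal scored within the nucleus-defined area of each cell; some results filed as inactive read as strong as hits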
bCat nuc transl = modulators of beta-catenin nuclear translocation, primary screen, imaging, HeLa cells, immunofluorescence, high-content; nuclear translocation activity, % at 5 µM; 190,000 tested, 0.3% active;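 active = nuclear translocation activity above 50% at 5 µM, with a well cell count of 50 or more; inconclusive = wells under 50 cells across six images, flagged as toxic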;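 also: per-cell ratio of nuclear to cytoplasmic median beta-catenin stain intensity; plate controls were DMSO negative control for no effect and GSK-3 inhibitor IX positive control for full effect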
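Test system: human HeLa cell line; Doses: 5 µM primary, 0.02–20 µM confirmation; Incubation: 24 h compound exposure, 37°C; Detection: beta-catenin immunofluorescence imaging with DAPI; Read-out: beta-catenin nuclear/cytoplasmic ratio, % activation.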
WT yeast gro inh = growth inhibition of WT strain, primary screen, mitochondrial fusion inhibitor project, WT and mutant strains, chemical genetic; mitochondrial fusion phenotypic screen; inhibition, % at 10 µM; 190,000 tested, 2.1% active; AID 1362, 2008; in the data active = inhibition above about 58%; tested in S. cerevisiae
West Nile antiviral = West Nile virus antiviral activity, cell-based, CPE readout (AID 1621) | West Nile virus-infected cells, CPE inhibition; higher % means a stronger effect | CPE inhibition, % at 10 µM, or IC50 in µM where a hit was titrated | 290,000 tested, 0.02% active; in the data active = a potency from the dose series; inconclusive = CPE inhibition mostly from about 3.7% at the one dose, without a potency; inactive = the rest, 99 in 100 with CPE inhibition below about 2.2%; also: strong numbers were not always called active
Myeloid diff MLP = induction of myeloid progenitor differentiation, primary screen, cell-based, flow cytometry, MLPCN library; ER-HoxA9 myeloid progenitors, lysozyme-GFP differentiation; AID 624256, 2012; 360,000 tested, 1% active; calls only at 10 µM;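 active = normalized GFP-positive differentiation at or above the plate's own cutoff, the solvent-only control mean plus 3 SD; inconclusive = no clear call, values can overlap the other calls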;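 also: cells exposed to compound for four days before flow analysis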
Insulin prom up = insulin promoter activators in MIN6 cells, imaging, high-content screening, mouse beta cells; z-score at 5 µM; MIN6 insulin promoter-GFP reporter; stronger effect = higher value; 190,000 tested, 0.3% active;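 active = z-score above 3 at 5 µM with at least 500 cells counted in the well; inconclusive = wells under 500 cells, flagged as cytotoxic or low count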
Lipid droplet = inhibitors of hepatocyte lipid droplet formation, primary screen, imaging, high-throughput imaging, BODIPY stain; AML12 mouse hepatocytes, oleate lipid droplets; inhibition, % at 6.5 µM; 240,000 tested, 0.4% active; AID 1656, 2009;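 active = lipid droplet intensity inhibited by at least 50%, with more than 500 cells counted; inconclusive = wells with under 300 cells, treated as cytotoxic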
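Test system: AML12 hepatocytes (mouse); reagent: oleate loading, 100 µM; dosing: one dose, 6.5 µM compound; incubation: overnight exposure; signal: fluorescence imaging, 20x objective, two fields per well; read-out basis: % inhibition of corrected integrated BODIPY droplet signal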
T cell modulator = modulators of CD8 T cell-vesicle binding, primary screen, mouse 2C CD8+ T cells, flow cytometry; AID 2052, 2009; calls only at 7 µM; 330,000 tested, 0.068% active; 2C CD8+ T cell-vesicle binding; stronger effect = lower value;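 active = response, share of CD8 T cells binding vesicles, and their 90th percentile fluorescence all below set limits, cut at about 80% in these data, passing the limit was not always enough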
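Material: murine 2C transgenic CD8+ T lymphocytes / Also added: QL9-peptide-loaded Drosophila micro-vesicles bearing Ld, ICAM-1 and B7-1 / Schedule: binding step 1.5 h, 37 °C, antibody labelling 20 min, ice / Signal: flow cytometry, PE anti-B7-1 (FL2) versus Alexa647 anti-CD8 (FL8), PFA-fixed / Evaluation: percent CD8+ FL2 mean versus row control / Benchmarks: naked versus QL9-loaded vesicles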
WT yeast gro inh mutant strain = recorded beside WT yeast gro inh, whose call it bears; inhibition, %; mitochondrial fusion phenotypic screen, mutant strain inhibition
Insulin prom up cell count = further read-out of Insulin prom up, marked with its call; cell count; measured here: cytotoxicity, nuclei count;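 total cells summed across four imaged fields per well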
Lipid droplet cells 6.5 µM = also measured in Lipid droplet; calls as there; cell count; measured here: cell count, cytotoxicity flag;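 cells counted across two imaged fields per well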
bCat nuc transl cell count 5 µM = further read-out of bCat nuc transl, marked with its call; cell count; measured here: cell count, cytotoxicity flag
T cell modulator vesicle-bound % = also measured in T cell modulator; calls as there; double positive events, %; measured here: CD8+ vesicle-bound cell fraction;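 binding gate set so that unloaded-vesicle control wells show 10% double positive cells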
MT stabilize HCS Hoechst-high % = further read-out of MT stabilize HCS, marked with its call; % Hoechst-high responders; measured here: nuclear condensation Hoechst responders;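 share of cells brighter than vehicle mean plus two SD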
MT stabilize HCS cytotoxicity % = further read-out of MT stabilize HCS, marked with its call; toxicity, %; measured here: cytotoxicity by cell density;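 0% = mean cell density of plate MIN control wells and 100% = no cells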
Autophagy mod cell loss 18 h = second read-out of Autophagy mod, no call of its own (marks repeat the call); toxicity, %; measured here: cell loss, nuclei count;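 cell loss after 18 h compound exposure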
Myeloid diff MLP GFP+ MAC1+ % = recorded beside Myeloid diff MLP, whose call it bears; GFP+ MAC1+ double positive, %; measured here: differentiation confirmed by MAC1 staining
* hit, by the source's call; i = inactive; u = inconclusive; x = not tested or not shown; + = active, no number.

SMILES | Autophagy mod | Autophagy mod cell loss 18 h | MT stabilize HCS | MT stabilize HCS Hoechst-high % | MT stabilize HCS cytotoxicity % | bCat nuc transl | bCat nuc transl cell count 5 µM | WT yeast gro inh | WT yeast gro inh mutant strain | West Nile antiviral | Myeloid diff MLP | Myeloid diff MLP GFP+ MAC1+ % | Insulin prom up | Insulin prom up cell count | Lipid droplet | Lipid droplet cells 6.5 µM | T cell modulator | T cell modulator vesicle-bound %
COC(OC)C1(C)C(C#N)=C(N)Oc2c1c(=O)oc1ccccc21 (stereo unspecified) | x | x | x | x | x | x | x | x | x | -0.9% | i | 0.6 | x | x | -7 | 738 | i | 41
O=C(C1=C[C@H](C2CCCCC2)C[C@H](OCc2ccc(CO)cc2)O1)N1CCN(Cc2ccc3c(c2)OCO3)CC1 | i | 37 | 1.1 | 0.9 | 4.7 | 1.4 | 1070 | 70* | 30* | -0.9% | i | 1.3 | 0.4 | 1469 | 2 | 737 | i | 17
CN(C)c1ccc(C=NCC2COc3ccccc3O2)cc1 (stereo unspecified) | i | 15 | 1.3 | 0.4 | 2.2 | 0.8 | 936 | -4 | 1 | -0.4% | i | 0.5 | -0.52 | 1527 | 13 | 708 | i | 45
Cc1cc(C)n(C(=O)CCCCCC(=O)n2nc(C)cc2C)n1 | i | -2 | 1.4 | 3.4 | 12 | -1.6 | 1170 | -4 | -12 | -0.1% | i | 0.4 | 0.44 | 1061 | -1 | 688 | i | 32
CC1(C(=O)O)CCC(C(=O)Nc2ccc(Cl)c(Cl)c2)C1(C)C (stereo unspecified) | x | x | x | x | x | x | x | x | x | -0.4% | i | 0.3 | x | x | 7 | 821 | i | 52
Cc1cccc(N(C(=O)c2snc(C(N)=O)c2N)C(C(=O)NC2CCCC2)c2ccc(C)o2)c1 (stereo unspecified) | x | x | x | x | x | x | x | x | x | 1.4% | i | 1.0 | x | x | 28 | 560 | i | 9
CCOCCCNC(=O)CNC(=S)N(Cc1ccccc1F)C1CCCCC1 | i | 5 | 2.6 | 1.8 | 3.7 | -1.1 | 718 | -13 | -1 | -0.6% | i | 1.7 | 1.4 | 1123 | x | x | i | 53
CCC(=O)N1c2ccc(S(=O)(=O)CCC(=O)N3CCN(c4ccccc4)CC3)cc2CC1C (stereo unspecified) | i | 12 | 2.6 | 1.6 | 6.3 | 0.3 | 1338 | -12 | -4 | x | i | 0.0 | 0.23 | 1537 | x | x | i | 0
COc1ccc(/C=N/NC(=O)CO/N=C(\C)c2cccs2)cc1 | i | 0 | 1.4 | 1.5 | 3.3 | x | x | 8 | 11 | 0.2% | i | 1.3 | x | x | 15 | 783 | i | 16
O=C(COC(=O)/C=C/c1ccc(F)cc1)Nc1ccccc1-c1ccccc1 | i | 2 | 1.6 | 2.3 | 9.2 | 0.5 | 964 | 2 | 9 | -0.1% | i | 0.4 | 0.37 | 1456 | -8 | 554 | i | 44
CCC(C)NC(=O)c1ccc2c(Cl)c3c(nc2c1)CCC3 (stereo unspecified) | x | x | x | x | x | 0.5 | 1329 | x | x | -0.1% | i | 0.2 | -0.33 | 993 | 1 | 712 | i | 9
CCCCOC(=O)Nc1nccs1 | i | -1 | 3.0 | 2.2 | 6.6 | 1.2 | 1014 | -12 | 1 | 0.1% | i | 0.9 | 1.2 | 1194 | 0 | 806 | i | 27
Cn1c(CNc2ccc(Br)cc2)nc2ccccc21 | x | x | x | x | x | x | x | x | x | -1.3% | i | 0.4 | x | x | -20 | 808 | i | 49
CC(=O)N1CCN(c2ccccc2NC(=O)COc2cc(C)cc(C)c2)CC1 | x | x | x | x | x | x | x | x | x | -0.4% | i | 4.8 | x | x | 7 | 791 | i | 20
O=C(NCCc1ccc(Cl)cc1)c1cc2ccccn2n1 | x | x | x | x | x | 0.1 | 1321 | x | x | 0.1% | i | 0.4 | x | x | 5 | 707 | i | 56
CCOC(=O)CNC(=O)Cc1ccc(OC)cc1 | x | x | x | x | x | 2.5 | 1312 | x | x | 0.1% | i | 0.5 | -0.26 | 1012 | 14 | 707 | i | 34
COc1cccc(C(=O)Nc2ccc(N3CCN(C(=O)c4cccs4)CC3)cc2)c1 | x | x | x | x | x | x | x | x | x | -0.1% | u | x | x | x | 33 | 824 | i | 17
COc1cc2nc(NCCCN3CCN(C)CC3)n3nc(-c4ccccc4)nc3c2cc1OC | + | 3.2* | 2.1 | 2.1 | 7.4 | x | x | 16 | 26 | -0.1% | i | 3.2 | -0.47 | 691 | 12 | 715 | i | 3
CCN(CC)CCOC(=O)c1ccc(NC(=O)c2cccc(C)c2[N+](=O)[O-])cc1 | i | 6 | 4.0 | 1.9 | 2.3 | 0.8 | 975 | 6 | 7 | 0.4% | i | 1.2 | -0.24 | 1276 | 0 | 728 | i | 52
NS(=O)(=O)c1ccc(CCNC(=O)c2cccnc2)cc1 | i | -2 | 2.6 | 1.9 | 4.5 | -3.1 | 1201 | 20 | 13 | 0.1% | i | 1.0 | 0.43 | 1103 | 36 | 778 | i | 9
CCN1CCN(CCCNC(=O)c2ccc(CS(=O)c3ccc(Br)cc3)o2)CC1 (stereo unspecified) | x | x | x | x | x | x | x | x | x | 0.0% | i | 3.4 | x | x | -1 | 694 | i | 3
O=C(CCC1CCCC1)Nc1ccc(Br)cn1 | i | -8 | 4.7 | 2.9 | 2.2 | -2.6 | 1154 | 1 | -14 | -0.1% | i | 1.0 | -0.34 | 1306 | -5 | 752 | i | 40
S=C(NCc1cccnc1)Nc1ccc(Cl)c(Cl)c1 | i | 28 | 2.1 | 0.9 | 3.6 | 0.9 | 1403 | 4 | -7 | -0.2% | i | 1.7 | 2.2 | 1246 | x | x | i | 35
Cc1cc(C)nc(NS(=O)(=O)c2ccc(NC(=O)C3CC3)cc2)n1 | x | x | x | x | x | x | x | x | x | -0.4% | i | 1.1 | x | x | 9 | 828 | i | 52
Cc1c(C(=O)Nc2ccc(C(=O)O)cc2)cnn1C | i | -11 | 5.4 | 3.5 | 7.4 | -1.2 | 1008 | 11 | 31 | 0.4% | i | 0.7 | 0.21 | 1596 | x | x | i | 13

3 entries out of the list above, sorted by the value under Myeloid diff MLP GFP+ MAC1+ %, high to low.
smiles	MT stabilize HCS Hoechst-high %	WT yeast gro inh mutant strain	West Nile antiviral	Myeloid diff MLP GFP+ MAC1+ %	T cell modulator	T cell modulator vesicle-bound %
CC(=O)N1CCN(c2ccccc2NC(=O)COc2cc(C)cc(C)c2)CC1	x	x	-0.4%	4.8	i	20
S=C(NCc1cccnc1)Nc1ccc(Cl)c(Cl)c1	0.9	-7	-0.2%	1.7	i	35
O=C(CCC1CCCC1)Nc1ccc(Br)cn1	2.9	-14	-0.1%	1.0	i	40

Additional results follow.
SMILES | Autophagy mod | Autophagy mod cell loss 18 h | MT stabilize HCS | MT stabilize HCS Hoechst-high % | MT stabilize HCS cytotoxicity % | bCat nuc transl | bCat nuc transl cell count 5 µM | WT yeast gro inh | WT yeast gro inh mutant strain | West Nile antiviral | Myeloid diff MLP | Myeloid diff MLP GFP+ MAC1+ % | Insulin prom up | Insulin prom up cell count | Lipid droplet | Lipid droplet cells 6.5 µM | T cell modulator | T cell modulator vesicle-bound %
O=C1CCCC/C1=C\Nc1ccc(S(=O)(=O)Nc2cnc3ccccc3n2)cc1 | x | x | x | x | x | -2.3 | 1342 | x | x | -0.6% | i | 0.0 | 0.97 | 1506 | x | x | i | 48
COc1cccc(-c2nc(CS(=O)(=O)c3ccccc3)no2)c1 | i | 1 | 1.6 | 1.7 | 4.2 | -0.7 | 1018 | 7 | 2 | -0.2% | i | 2.2 | 0.4 | 1816 | -17 | 622 | i | 48
O=C(c1ccccn1)N1CCN(c2cccc(C(F)(F)F)c2)CC1 | i | 22 | 3.7 | 2.4 | 8.3 | -2.6 | 1101 | -11 | 12 | -1.2% | i | 0.5 | -0.76 | 1209 | 1 | 682 | i | 26
COCCN(C(=O)c1ccc2ccccc2c1)c1c(N)n(Cc2ccccc2)c(=O)[nH]c1=O | i | 28 | 2.7 | 3.6 | 7.7 | -0.7 | 1194 | -14 | 3 | 0.2% | i | 1.4 | 0.22 | 1325 | -10 | 747 | i | 11
COc1ccc(NC(=O)CSc2c3c(nc4ccccc24)CCCC3)c(OC)c1 | i | 14 | 2.3 | 1.8 | 0.8 | -0.4 | 940 | 12 | -10 | u | u | x | x | x | -16 | 492 | i | 15
O=P(O)(CCc1ccccn1)CN1CCCCC1 | i | 17 | 4.9 | 2.2 | 5.4 | -0.1 | 1100 | 7 | 13 | 0.0% | i | 1.6 | 0.22 | 954 | x | x | i | 26
CCOC(=O)Cn1c(=O)c2c(nc3n2CC(C)CN3Cc2ccccc2)n(C)c1=O (stereo unspecified) | x | x | x | x | x | x | x | x | x | -1.9% | i | 6.9 | x | x | -6 | 728 | i | 39
Cc1cccc(NCC(=O)N/N=C\c2cccc(Oc3ccccc3)c2)c1 | i | 4 | 2.6 | 2.5 | 4.7 | -3.7 | 1203 | 16 | 7 | -0.9% | i | 0.6 | x | x | -40 | 677 | i | 13
Cc1cccc(-n2c(C)nc3cc(C(=O)NCc4ccc5c(c4)OCO5)ccc32)c1 | i | 4 | 1.6 | 1.8 | 6.3 | -3.8 | 1074 | -9 | -13 | -0.5% | i | 0.6 | 0.62 | 1532 | 7 | 710 | i | 8
Cc1ccc(C)c(OCC(=O)N2CCc3ccccc3C2)c1 | x | x | x | x | x | x | x | x | x | -1.0% | i | 3.0 | x | x | -7 | 861 | i | 24
